Source: PubChem (National Center for Advancing Translational Sciences (NCATS))
Tb PYK inh: blocks Trypanosoma brucei pyruvate kinase. Q57TT1. AID 624173. Potency, µM (doses to about 76.8 µM), without a hit: top-dose activity, negative = inhibition, actives largely listed as inhibitors. 0.12% of 410,000 active. TbPYK enzyme, Kinase-Glo Plus ATP luminescence, 45 min; active = well fitted inhibition curve with a large enough effect; inconclusive = small, poorly fitted or top-dose-only effect; note: nearly all actives have a fitted effect of over 50% in size
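In this concentration-response screen, enzyme-free wells defined baseline while DMSO plates tracked drift. Each reaction combined TbPYK, substrate, compound and 130 uM ADP for 45 min at room temperature. Kinase-Glo Plus luminescence gave the signal.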
* = called active by the depositor; ? = inconclusive; [ ] = remark or other dose. % is set by controls: 0 for no effect and ±100 for the full control effect; potency is the fitted concentration of half-maximal effect.

no.	SMILES	Tb PYK inh
1	COc1ccc(-n2c(=O)c3ccc(C(=O)NCc4ccc(C)cc4)cc3n(CC(=O)Nc3ccc(C)cc3)c2=O)cc1	-9%
2	Cc1cccc(C(=O)NCCc2nc3ccccc3n2CCC(C)C)c1	4%
3	CCOC(=O)c1c(NC(=O)COc2ccc(CC)cc2)sc2c1CCCC2	2%
4	Cc1cc(Br)cn2c(Cc3ccccc3)c(-c3ccc(F)cc3)nc12	-2%
5	COc1ccc(NC(=O)c2cccc3c(-c4ccc(OC)cc4C)coc23)cc1	2%
6	COc1ccc(N2CCN(S(=O)(=O)CCNC(=O)c3ccc(C(F)(F)F)cc3)CC2)cc1	6%
7	COc1ccc(S(=O)(=O)N(C)C[C@@H]2OCCCC[C@@H](C)Oc3ccc(NS(=O)(=O)c4cccs4)cc3C(=O)N([C@H](C)CO)C[C@@H]2C)cc1	1%
8	Cc1ccc(-n2c(=O)c3c4c(sc3n(Cc3cc(=O)n5cc(Cl)ccc5n3)c2=O)CCC4)cc1C	-5%
9	COc1ccc2c(c1)cc1c(=O)n(CC(=O)NC3CC3)nc(C)n12	-1%
10	COc1ccc(Nc2ncc(C(=O)Nc3cccc(OC)c3)c3ccccc23)cc1	-3%
11	CCCCCCN1CCN(C2CN(Cc3cn(CCCC(=O)OC)nn3)S(=O)(=O)C2)CC1 (stereo unspecified)	5%
12	N#Cc1cccc(N2[C@@H](Cc3cc4ccccc4n3Cc3ccccc3)COC[C@H]2Cc2ccc3ccccc3c2)c1	-6%

Next section, starting with the last three of the part before.
no.	SMILES	Tb PYK inh
10	COc1ccc(Nc2ncc(C(=O)Nc3cccc(OC)c3)c3ccccc23)cc1	-3%
11	CCCCCCN1CCN(C2CN(Cc3cn(CCCC(=O)OC)nn3)S(=O)(=O)C2)CC1 (stereo unspecified)	5%
12	N#Cc1cccc(N2[C@@H](Cc3cc4ccccc4n3Cc3ccccc3)COC[C@H]2Cc2ccc3ccccc3c2)c1	-6%
13	CC(C)c1nc2ccc(C(=O)NCc3ccc(F)cc3)cc2o1	0%
14	Cc1nc2ccc(S(=O)(=O)CCC(=O)Nc3ccccc3C)cc2s1	-6%
15	O=C(CSc1nccn1Cc1ccc(Cl)cc1)Nc1nc2ccccc2s1	-8%
16	CCOc1ccc(CCNC(=O)c2cc(Nc3ccc(C)cc3C)nc3ccccc23)cc1OCC	2%
17	COc1ccc(-n2ccn(CC(=O)NCCc3ccccc3)c(=O)c2=O)cc1OC	1%
18	O=C(COCCOCCOCC(=O)Nc1c(I)cc(I)c(C(=O)O)c1I)Nc1c(I)cc(I)c(C(=O)O)c1I	5%
19	Cc1ccc(C(=O)Nc2ccc(F)cc2)cc1S(=O)(=O)N1CCOCC1	3%
20	COc1ccc(Cl)cc1-c1cc(C(=O)Nc2ccc(Br)cc2)[nH]n1	0%
21	O=C(NCc1cccc(Cl)c1)c1ccc(-c2cccnc2)c2ccoc12	-14%
22	COc1ccc(C(=O)COC(=O)c2cc(-c3ccccc3)nc3c(C)cccc23)cc1	-10%
23	CC(=O)N(Cc1cccnc1)c1nc2ccc(F)cc2s1	-3%
24	CC(C)C[C@H]1CNC(=S)N1C[C@H]1CCCN1C[C@H](Cc1ccc(O)cc1)N1C[C@H](Cc2ccc(O)cc2)N(CC2CCCCCC2)C1=S	-5%

Reprinted from the part before: 5 entries, then new ones.
no.	SMILES	Tb PYK inh
20	COc1ccc(Cl)cc1-c1cc(C(=O)Nc2ccc(Br)cc2)[nH]n1	0%
21	O=C(NCc1cccc(Cl)c1)c1ccc(-c2cccnc2)c2ccoc12	-14%
22	COc1ccc(C(=O)COC(=O)c2cc(-c3ccccc3)nc3c(C)cccc23)cc1	-10%
23	CC(=O)N(Cc1cccnc1)c1nc2ccc(F)cc2s1	-3%
24	CC(C)C[C@H]1CNC(=S)N1C[C@H]1CCCN1C[C@H](Cc1ccc(O)cc1)N1C[C@H](Cc2ccc(O)cc2)N(CC2CCCCCC2)C1=S	-5%
25	CCOC(=O)c1cnc2c(ccc3ccccc32)c1Nc1ccc(OC)c(OC)c1	-4%
26	COc1ccc(NC(=O)c2cc(CN3CCCC3)on2)cc1Cl	-9%
27	O=C(NCc1ccc(F)cc1)OC1CC2CC1[C@H]1CCCCN1C2=O (stereo partly specified)	6%
28	COc1ccc(N2CC(NC(=O)COc3ccccc3)CC2=O)cc1OC (stereo unspecified)	1%
29	CC(C)c1ccc(CC(=O)N2CCC2(C)C(=O)Nc2cnc3ccccc3c2)cc1 (stereo unspecified)	-3%
30	CCOC(=O)C1=C(C)OC(=Cc2ccc(OC)cc2)C1=O	-4%
31	Cc1cc(C)cc(OCCCn2c(-c3ccc(Cl)cc3)nc3ccccc3c2=O)c1	-11%
32	COC(=O)c1ccc(Cl)cc1NC(=O)N1CC2CCCN2c2ccccc21 (stereo unspecified)	-3%
33	Cc1ccc(-c2nc3ccc(C)cn3c2Cc2cccc(F)c2)cc1	-4%
34	COc1cc(-c2coc3c(C(=O)NC4CCCCC4)cccc23)ccc1O	-17%
35	O=C(Nc1ccc2c(c1)OCCO2)C(c1ccnc2ccccc12)N1CCN(c2ccc(C(F)(F)F)cn2)CC1 (stereo unspecified)	0%
36	CCCNC(=O)c1ccc(Cn2c(SCC(N)=O)nc3ccccc3c2=O)cc1	0%
37	O=C(Nc1nc(OCC(F)(F)F)cnc1/C=C\c1ccccc1)c1ccccc1	2%
38	CCC(=O)N1CCc2cc(CNC(=O)c3ccccc3C)ccc21	2%
39	C[C@@H]1[C@H](O)[C@@H](C)C=CC=CCCC=CC=CC=CC=C[C@H](O[C@H]2O[C@@H](C)[C@H](O)[C@@H](N)[C@@H]2O)CC2O[C@](O)(C[C@@H](O)[C@H](O)CC[C@@H](O)C[C@@H](O)C[C@@H](O)CC(=O)O[C@H]1C)C[C@H](O)[C@H]2C(=O)O	0%
40	Cc1cc(S(=O)(=O)Nc2cc3c(cc2N2CCOCC2)n(C)c(=O)c(=O)n3C)ccc1F	-30%
41	CC(C)(C)C1CCc2c(sc(NC(=O)c3noc4c3CCCC4)c2C#N)C1 (stereo unspecified)	?
42	CNC(=O)c1ccc(NC(=O)c2nsc3ccccc23)cc1	?
43	COc1cc(-c2noc(C3CC(=O)N(c4ccc5c(c4)OCCO5)C3)n2)cc(OC)c1OC (stereo unspecified)	-2%
44	O=C1NC[C@@H](CCCCN2C[C@H](Cc3ccccc3)N(CC3CCCCC3)C(=O)C2=O)N(CCc2ccc(O)cc2)C1=O	5%
45	OC(c1ccccc1)(c1nc(-c2cccc3cccnc23)cs1)C(F)(F)F (stereo unspecified)	4%
46	CCOC(=O)c1cccc(NC(=O)CCCn2nc(C)c3c(C)n(-c4ccccc4)nc3c2=O)c1	-11%
47	O=S(=O)(c1ccc(Cl)cc1)c1nc(-c2ccccc2F)oc1NCc1ccccc1	1%
48	COc1ccccc1OCC(=O)N(Cc1ccco1)Cc1ccccc1F	-2%
49	CCOc1ccc(C2c3[nH]c4ccccc4c3CCN2C(=O)CSc2ccccc2)cc1 (stereo unspecified)	6%
50	Cc1cc(C(F)F)n2nc(C(=O)Nc3ccc(F)c(Cl)c3)nc2n1	3%
51	CC(=O)Nc1cc(-c2ccc(CO)cc2)cn2c(-c3cccc(C(F)(F)F)c3)cnc12	-11%
52	O=C(NCCCN1CCCC1=O)C(=O)NCC1OCCN1S(=O)(=O)c1cc(F)ccc1F (stereo unspecified)	-11%
53	COc1ccccc1CNC(=O)c1ccc2nc(CCc3ccccc3)oc2c1	1%
54	COc1ccc(S(=O)(=O)NC(=O)C2(C)CCN2C(=O)CC2CCCCC2)cc1OC (stereo unspecified)	-9%
55	Cc1ccc(N2C(=O)c3[nH]nc(-c4ccc(Cl)cc4)c3C2c2ccc(F)cc2)cc1 (stereo unspecified)	-7%
56	CCCCn1nnnc1C(CCSC)N1CCC(n2c(=O)[nH]c3ccccc32)CC1 (stereo unspecified)	-1%
57	CC[N+](CC)=N/N=C1\C=CC[N+]([O-])=C1	0%
58	CCc1ccc(OCC(=O)Nc2ncn[nH]2)c(Br)c1	-7%
59	CCCC(=O)N1CCCC(c2cc(C(=O)NCc3ccc(F)cc3)no2)C1 (stereo unspecified)	3%
60	CCOC(=O)c1c(NC(=O)COC(=O)c2ccc(S(=O)(=O)C(F)F)cc2)sc(C(=O)N(C)C)c1C	-4%
61	CCCCCCCCN1C(=O)[C@H](CC(=O)NCCCCc2ccccc2)C[C@@]2(C(=O)OC)CCCCC=C12	-8%
62	COc1ccc(OCCn2c(C)nc3cc(C)c(C)cc32)cc1	1%
63	CCOc1ccc(CCNC(=O)c2c(C)oc3ncnc(N4CCOCC4)c23)cc1	0%
64	CCc1ccc(-n2nc3cc(C)c(NC(=O)c4ccccc4C)cc3n2)cc1	11%
65	CCN(C(=O)CSc1nc2ccccc2n1Cc1cc(C)ccc1C)c1ccccc1	0%
66	O=C(Nc1cccc(Cl)c1)c1cnc2sc(N3CCCC3)nn2c1=O	-8%
67	Cc1ccc(-c2nc(Cn3c(SCc4ccc(F)cc4)nc4cccnc43)c(C)o2)cc1	-2%
68	CCC1=Nc2cc(C(=O)NCCN(CC)CC)ccc2Sc2ccccc21	0%
69	CC(C)CNC(=O)C1(C)CCCN1C(=O)c1ccc2ccccc2n1 (stereo unspecified)	-2%
70	COc1ccc(NC(=O)c2ccc3c(c2)CCN3S(=O)(=O)c2ccc(C)cc2)cc1Cl	5%
71	COc1ccc(C(c2nnnn2-c2ccc3c(c2)OCCO3)N2CCC(n3c(=O)[nH]c4ccccc43)CC2)cc1 (stereo unspecified)	-4%
72	Cn1c2nc3ccccc3c-2nc2ccccc21	-15%
73	COc1cccc(CNS(=O)(=O)c2ccc3[nH]c4c(c3c2)CCCCC4)c1	5%
74	CCN(CC)CCNC(=O)c1cc2c(=O)n(C)c3cc(Cl)ccc3c2s1	1%
75	CC(=O)Nc1ccc(CN(C)c2c(C)nc3ccc(C(=O)N4CCN(C(=O)c5ccco5)CC4)cn23)cc1	-4%
76	c1ccc(CN2Cc3ccccc3-n3nncc3C2)cc1	-2%
77	Cc1nc2nc(NC(=O)c3ccc(F)cc3)[nH]n2c(=O)c1Cc1ccccc1	-7%
78	Cc1cc(NC(=O)c2ccco2)cc(-c2nc3ccccc3o2)c1O	4%
79	CC1C(=O)N(Cc2cn(CC3CCCCC3)nn2)CCS(=O)(=O)N1Cc1ccc(-c2ccccc2)cc1 (stereo unspecified)	-2%
80	COc1ccc(C(=O)Nc2ccccc2-c2nc3ccccc3s2)cc1OC	6%
81	COc1ccc(CC(N)c2csc(NC(=O)Nc3ccc(C(C)C)cc3)n2)cc1 (stereo unspecified)	-1%
82	COc1cccc(CCNC(=O)c2cnc3sc(N4CCCCCC4)nn3c2=O)c1	-7%
83	CC(C)(C)c1ccc(C(=O)Nc2ccccc2C(=O)OCc2cc(=O)n3ccsc3n2)cc1	-3%
84	COc1ccc(Cl)cc1NC(=O)Cn1ccn(-c2cc(C)cc(C)c2)c(=O)c1=O	3%

Next part.
no.	SMILES	Tb PYK inh
85	CC1(C(=O)NS(=O)(=O)Cc2ccccc2)CCN1C(=O)CCc1ccccc1 (stereo unspecified)	3%
86	O=C(Cn1cc(S(=O)(=O)Cc2cccc(Cl)c2)c2ccccc21)Nc1ccccc1C(F)(F)F	-1%
87	CCOC(=O)N(C)c1c(CC)nc2c(OCC(=O)C(C)(C)C)cccn12	2%
88	CC1CCC2(CC1)N=C(c1ccccc1)C(=O)N2CC(=O)Nc1ccc(F)c(Cl)c1 (stereo unspecified)	-3%
89	CCOc1ccc(-n2ccnc2SCC(=O)Nc2ccc3c(c2)OCO3)cc1	6%
90	COc1cccc(NC(=O)/C(C#N)=C\c2cn(Cc3ccc(C)cc3)c3ccccc23)c1	2%
91	Cc1ccc(NC(=O)C2CCN(S(=O)(=O)c3ccc4[nH]c5c(c4c3)CCCCC5)CC2)cc1	-1%[15.4 µM]
92	COC(=O)N1CCC2(CCCN(Cc3cc(C(F)(F)F)cc(C(F)(F)F)c3)C2)CC1	-8%
93	Cc1ccc(C2C(=O)N(C3CCCCCC3)CC(=O)N2C(C)C)cc1 (stereo unspecified)	-6%
94	Nc1cc(Br)cc2c1[nH]c(=O)c1ccccc12	-3%
95	CCOC(=O)c1c(-c2ccc(C)cc2)csc1NC(=O)c1cc(=O)c2cc(C)ccc2o1	0%
96	CCCc1nn2c(=O)cc(COC(=O)CNC(=O)COc3ccc(C)cc3)nc2s1	-2%
97	Cc1ccsc1C(=O)N1CCC1(C)C(=O)Nc1cccc(C#N)c1 (stereo unspecified)	6%
98	Cc1ccc(C(=O)Nc2cccc(-c3nc4ccccc4o3)c2)c(Cl)c1	3%
99	COc1cc(CN(C(=O)c2ccc(OC(C)C)cc2)c2ccccn2)cc(OC)c1OC	2%
100	CCc1nn(-c2ccccc2)c2nc(-c3ccc(O)cc3)c3cc(OC)c(OC)cc3c12	0%
101	Cn1cc(-c2cc3n(n2)CCC(=O)N3CCCC(=O)NCc2ccccc2Cl)c2ccccc21	-5%
102	CSc1ccc(CNCc2c(C(=O)O)c(C)n(Cc3ccc(F)cc3Cl)c2C)cc1	0%
103	CN1C(=O)CON=C1c1cccc2ccccc12	2%
104	COC(=O)c1ccc(C(=O)N2CCCC(C)(C(=O)NS(=O)(=O)C3CC3)C2)cc1 (stereo unspecified)	-6%
105	Cc1cc(C)cc(NS(=O)(=O)c2c(C)nc3scc(C)n3c2=O)c1	-12%
106	Cc1ccc(CNC(=O)c2cccc(NC(=O)N3CCSc4ncccc43)c2)cc1	3%
107	O=C(c1cc(-c2ccc(Br)cc2)n[nH]1)N1CCN(S(=O)(=O)c2ccc(Br)cc2)CC1	6%[15.4 µM]
108	CCCCn1nnnc1C(C1CC1)N1CCC(n2c(=O)[nH]c3ccccc32)CC1 (stereo unspecified)	3%

These rows are one share of the data; the hit share may differ from the screen's.
